Bioassay records as filed in PubChem.
Cdc42 wt: changes GTP binding to wildtype human Cdc42; GST-Cdc42 beads, Bodipy-GTP binding, flow cytometry; actives lie on both sides; percent activity (GTP binding), % at 10 µM; actives 0.2% (n = 190,000); AID 761;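 active = percent activity GTP binding at least 20 points away from the 100% baseline, either down as inhibitor or up as activator; inconclusive = compound flagged as likely green fluorescent from well-wide comparison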;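 note: median bead fluorescence of bound Bodipy-FL-GTP at 100 nM; 0% = excess unlabeled GTP control and 100% = no compound control; below 100% means less GTP binding so inhibitor and above means activator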
Target sequence (P60953 whole entry, looked up): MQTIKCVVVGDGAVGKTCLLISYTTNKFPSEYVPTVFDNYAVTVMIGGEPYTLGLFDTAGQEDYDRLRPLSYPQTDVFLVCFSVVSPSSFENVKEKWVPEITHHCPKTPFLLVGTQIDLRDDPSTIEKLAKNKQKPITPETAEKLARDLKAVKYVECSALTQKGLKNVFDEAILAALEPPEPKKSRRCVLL
Rac1 mut GTP: alters GTP binding to activated mutant human Rac1. percent activity (GTP binding), % at 10 µM. P63000. actives 0.11% (n = 190,000). AID 764. GST-Rac1 activated beads, fluorescent GTP binding, flow cytometry; actives lie on both sides; 100% means binding = to untreated wells;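 active = GTP binding at least 20 percentage points away from the 100% baseline, in either direction, so actives lie on both sides; inconclusive = Compound likely fluorescent itself, or too few beads counted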
HRas wt GTP: human HRas wildtype GTP binding, change in either direction | AID 759 | P01112 | GST-Ras wt beads, Bodipy-FL-GTP binding, flow cytometry; actives lie on both sides | actives 0.14% (n = 190,000) | GTP binding activity, % at 10 µM;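 active = GTP binding activity at least 20% away from the 100% baseline, either lowered as inhibitor or raised as activator; inconclusive = flagged as likely green fluorescent, judged across all proteins in the well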;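 note: 0% = unlabeled GTP competition control and 100% = no-compound control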
Target sequence (P01112 whole entry, looked up): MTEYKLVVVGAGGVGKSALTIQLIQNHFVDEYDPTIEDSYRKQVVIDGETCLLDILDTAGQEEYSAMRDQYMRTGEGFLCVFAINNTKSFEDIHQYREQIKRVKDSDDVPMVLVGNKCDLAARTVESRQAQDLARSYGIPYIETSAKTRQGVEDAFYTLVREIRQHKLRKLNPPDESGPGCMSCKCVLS
Pf gamet viab: inhibitors of late stage P. falciparum gametocyte viability; AID 743093; P. falciparum stage V gametocytes, ATP luminescence, 24 h; inhibition, % at 10.9 µM; actives 0.065% (n = 150,000);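 active = inhibition above the mean plus 3 SD of compounds within the control limits, set per campaign, cut at about 38% in these data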;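 note: 0% = DMSO wells and 100% = medium only without gametocytes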
Avidin fluor: avidin bead compound fluorescence profile | Avidin beads, compound fluorescence 488/530 nm, flow cytometry; hits give high values | fluorescence (KMESF) at 10 µM | actives 0.38% (n = 220,000); in the data active = fluorescence above about 47; note: inactives centre near 10
GSH bead fluor: compound fluoresces at 488/530 nm on GSH beads. GSH beads flow cytometry, compound fluorescence 488/530 nm; hits give high values. fluorescence (KMESF) at 10 µM. actives 0.25% (n = 190,000). AID 1776; in the data active = fluorescence above about 89;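 note: glutathione beads carrying GST-tagged Bcl family fusion proteins plus one bare bead set; values are compound well signal with DMSO vehicle wells as background; inactives centre near 16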
ABCG2 block: inhibitors of human ABCG2 transporter, ABCB1 counter-screen | AID 1325 | actives 0.1% (n = 190,000) | IgMXP3 cells, JC-1 efflux, flow cytometry | inhibition, % at 6.6 µM;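 active = inhibition above 80%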;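 note: 0% = DMSO and 100% = nicardipine control wells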
Target sequence (Q9UNQ0 whole entry, looked up): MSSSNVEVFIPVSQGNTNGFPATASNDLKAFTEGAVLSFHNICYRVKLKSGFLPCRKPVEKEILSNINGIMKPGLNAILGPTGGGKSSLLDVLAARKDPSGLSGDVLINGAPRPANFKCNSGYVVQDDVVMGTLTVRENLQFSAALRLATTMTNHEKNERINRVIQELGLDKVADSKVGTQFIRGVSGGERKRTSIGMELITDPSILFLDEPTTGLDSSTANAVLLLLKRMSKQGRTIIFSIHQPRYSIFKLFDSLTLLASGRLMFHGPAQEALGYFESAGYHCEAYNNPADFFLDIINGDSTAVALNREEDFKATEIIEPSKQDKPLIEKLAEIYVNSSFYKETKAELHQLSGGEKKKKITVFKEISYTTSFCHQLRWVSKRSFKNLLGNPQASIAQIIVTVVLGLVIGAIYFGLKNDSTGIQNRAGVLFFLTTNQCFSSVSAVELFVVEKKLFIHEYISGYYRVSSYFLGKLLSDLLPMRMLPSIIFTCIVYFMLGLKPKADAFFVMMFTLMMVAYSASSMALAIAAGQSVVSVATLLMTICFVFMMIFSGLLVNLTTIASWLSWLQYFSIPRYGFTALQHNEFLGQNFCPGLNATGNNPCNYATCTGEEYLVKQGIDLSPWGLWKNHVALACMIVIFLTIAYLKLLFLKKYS
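Test system: ABCG2 IgMXP3 and barcoded ABCB1 CCRF-Adr cell mix; Schedule: cells with compound and JC-1, 10 min at 25 °C, rotating, no wash; Technique: flow cytometry of retained JC-1 fluorescence; Measure: % inhibition of efflux relative to nicardipine and DMSO; Controls: nicardipine high and DMSO low controls.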
Rac1 wt modul: modulators of human Rac1 wildtype GTP binding | GTP binding activity (% of control), % at 10 µM | GST-Rac1 beads, fluorescent GTP binding, flow cytometry; actives lie on both sides; 0 = cold GTP competed, 100 = untreated | AID 757 | actives 0.27% (n = 190,000);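 active = GTP binding activity at least 20 points away from the 100% control level, either lower or higher; inconclusive = compound flagged as likely green fluorescent, judged across all proteins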
Rab7 wt modul: dog Rab7 wildtype GTP binding, inhibitors and activators. GST-Rab7 beads, fluorescent GTP binding, flow cytometry; actives lie on both sides; untreated = 100%, excess cold GTP = 0%. GTP binding activity (percent of control), % at 10 µM. actives 0.055% (n = 190,000). AID 758;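 active = fluorescent GTP binding to Rab7 beads changed by at least 20 points from the 100% baseline, either direction, mostly lower; inconclusive = compound itself probably fluorescent, or too few beads counted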;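 note: median green fluorescence of bound Bodipy-FL-GTP per Rab7 bead population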
ABCB1 block: human ABCB1 inhibition, ABCG2 as counter-screen; P08183; CCRF-Adr cells, JC-1 efflux, flow cytometry; inhibition, % at 6.6 µM; actives 0.067% (n = 190,000); AID 1326; in the data active = inhibition above about 40%;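 note: 0% = vehicle and 100% = reference inhibitor; higher value means more JC-1 retained so stronger ABCB1 efflux block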
Rab2 wt GTP: changes GTP binding to wildtype dog Rab2A, up or down. GST-Rab2 wt beads, Bodipy-GTP binding, flow cytometry. GTP binding activity, % at 10 µM. actives 0.19% (n = 190,000);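 active = GTP binding activity at least 20 points away from 100%, either lowered or raised; inconclusive = signal likely due to the compound's own green fluorescence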;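 note: 0% = beads with excess unlabeled GTP and 100% = no-compound control corrected for plate trend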
* marks the source's active call; other numbers are inactive results; ? = inconclusive; nt = not tested or not shown. Rows were taken by chance; about 1.1% have a hit in one of these screens.

SMILES | Cdc42 wt | Rac1 mut GTP | HRas wt GTP | Pf gamet viab | Avidin fluor | GSH bead fluor | ABCG2 block | Rac1 wt modul | Rab7 wt modul | ABCB1 block | Rab2 wt GTP
COc1ccccc1N1CCN(c2ncnc3nc[nH]c23)CC1 | 102.0 | 99.0 | 102.0 | nt | 5 | 27 | 2.0 | 104.0 | 100.0 | 0.4 | 102.0
CC(Nc1oc(-c2ccco2)nc1C#N)c1ccccc1 (stereo not given) | 101.0 | 101.0 | 101.0 | nt | 3 | 10 | 11.4 | 106.0 | 104.0 | 0.3 | 99.0
NC(=O)C1(N2CCCCC2)CCN(CC(=O)Nc2cc(Cl)ccc2Cl)CC1 | 102.0 | 100.0 | 105.0 | nt | 8 | 25 | 9.2 | 105.0 | 109.0 | 1.6 | 102.0
COc1ccc(/C=C/C(=O)NCc2ccccn2)cc1 | 100.0 | 102.0 | 104.0 | nt | 1 | 5 | 1.7 | 106.0 | 102.0 | 0.4 | 102.0
O=C(CN1C2=NCCN2c2ccccc21)C12CC3CC(CC(C3)C1)C2 | 103.0 | 98.0 | 97.0 | 13.1 | 8 | 27 | 3.2 | 99.0 | 96.0 | 0.9 | 100.0
COc1ccc(NC(=O)CSc2nnc(-c3ccccn3)n2Cc2ccco2)cc1OC | 102.0 | 99.0 | 100.0 | -5.6 | 37 | 22 | -0.5 | 102.0 | 102.0 | -0.2 | 100.0
C=CCn1c(-c2ccc(C)cc2)nc2ccccc21 | 99.0 | 98.0 | 100.0 | nt | 47* | 31 | 32.3 | 103.0 | 98.0 | -0.2 | 102.0
CCN1CCc2nc(NC(=O)Cc3ccc4c(c3)OCCO4)sc2C1 | 107.0 | 105.0 | 104.0 | 7.6 | 8 | 6 | 0.4 | 109.0 | 102.0 | 0.2 | 104.0
C/C(=N/NC(=O)c1ccoc1C)c1ccc(N2CCOCC2)cc1 | 101.0 | 100.0 | 100.0 | 0.7 | 14 | 16 | 1.1 | 104.0 | 102.0 | -0.1 | 100.0
O=C(NC(Cc1ccccc1)C(=O)O)c1ccc(S(=O)(=O)N2CCCC2)cc1 (stereo not given) | 102.0 | 97.0 | 101.0 | -4.6 | 19 | 26 | 2.7 | 98.0 | 99.0 | 0.7 | 100.0
Cc1cc(C)n(CC(O)COc2cccc(OCC(O)Cn3nc(C)cc3C)c2)n1 (stereo not given) | 99.0 | 98.0 | 98.0 | -10.9 | 7 | 12 | 2.9 | 100.0 | 96.0 | 0.6 | 99.0
CC(Sc1ccc(Cl)cc1)C(=O)Nc1ccccc1-c1ccccc1 (stereo not given) | 97.0 | 96.0 | 100.0 | -1.1 | 4 | 6 | 15.1 | 100.0 | 102.0 | 1.0 | 96.0
CCOC(=O)c1c(O)c(Cl)c(C)[nH]c1=O | 98.0 | 100.0 | 93.0 | -5.8 | 24 | 10 | -0.8 | 103.0 | 94.0 | 0.1 | 97.0
CCCCn1c(SCC(=O)NCCOC)nc2ccc(N3CCOCC3)cc2c1=O | 101.0 | 96.0 | 99.0 | -16.7 | 32 | 17 | 3.8 | 96.0 | 97.0 | 1.0 | 96.0
COc1cccc(C2CC(C(F)(F)F)n3ncc(C(=O)O)c3N2)c1 (stereo not given) | 104.0 | 101.0 | 101.0 | nt | 35 | 26 | 1.2 | 109.0 | 104.0 | -0.2 | 102.0
COc1ccc(-c2cc(C(=O)Nc3ccccc3N3CCOCC3)c3ccccc3n2)cc1OC | 97.0 | 97.0 | 97.0 | 10.1 | 12 | 13 | 3.5 | 98.0 | 106.0 | 2.5 | 101.0
CCOc1ncccc1C(=O)NCc1ccccc1 | 97.0 | 98.0 | 100.0 | nt | 12 | 5 | 8.8 | 102.0 | 97.0 | 0.7 | 99.0
CC(C)N(C(=O)Cn1c(Cl)nc2ccccc21)C(C)C | 96.0 | 100.0 | 98.0 | nt | 7 | 13 | 1.1 | 101.0 | 97.0 | 0.4 | 98.0
C=CCNC(=S)NNC(=O)c1csc(CC)c1 | 98.0 | 98.0 | 99.0 | -1.4 | 1 | 5 | -0.6 | 101.0 | 98.0 | -0.1 | 100.0
COc1ccc(OC)c2sc(NC(=O)C3=COCCO3)nc12 | 99.0 | 99.0 | 100.0 | nt | 7 | 25 | 1.0 | 105.0 | 103.0 | -0.3 | 100.0
N/C(=N\OC(=O)COc1ccc(Cl)cc1Cl)c1ccccn1 | 94.0 | 93.0 | 97.0 | 11.1 | 11 | 11 | 0.1 | 98.0 | 95.0 | -0.3 | 96.0
COc1ccc(N(C(=O)C2CSC(=O)C2)C(C(=O)NC(C)(C)C)c2ccncc2)cc1 (stereo not given) | 100.0 | 95.0 | 98.0 | nt | 11 | 19 | 20.3 | 101.0 | 98.0 | 0.2 | 99.0
NC(=O)CSc1nccn1Cc1ccc2c(c1)OCO2 | 97.0 | 99.0 | 102.0 | 9.5 | 7 | 11 | 0.0 | 101.0 | 102.0 | 2.0 | 100.0
CCn1c(/C=C/N(C(C)=O)c2ccccc2)[n+](CC)c2ccc(Cl)cc21 | 105.0 | 102.0 | 101.0 | 14.7 | 7 | 10 | -2.6 | 106.0 | 105.0 | -0.2 | 101.0
Cc1ccc(C(c2sc3ncnn3c2O)N2CC(C)CC(C)C2)cc1 (stereo not given) | 100.0 | 99.0 | 99.0 | nt | 8 | 20 | -1.8 | 102.0 | 97.0 | -1.8 | 100.0

Looked up above.
In ABCG2 block, COc1ccccc1N1CCN(c2ncnc3nc[nH]c23)CC1 has 2.0
In Avidin fluor, COc1ccc(-c2cc(C(=O)Nc3ccccc3N3CCOCC3)c3ccccc3n2)cc1OC has 12

(more compounds)
SMILES | Cdc42 wt | Rac1 mut GTP | HRas wt GTP | Pf gamet viab | Avidin fluor | GSH bead fluor | ABCG2 block | Rac1 wt modul | Rab7 wt modul | ABCB1 block | Rab2 wt GTP
CC(C)(C)NC(=O)Cn1nnc(-c2ccccc2Cl)n1 | ? | ? | ? | nt | 15 | 4 | 1.0 | ? | ? | 0.5 | ?
Cn1nnnc1SCc1cc(=O)n2ccsc2n1 | 99.0 | 94.0 | 98.0 | nt | 8 | 34 | 2.0 | 93.0 | 97.0 | 0.5 | 95.0
COc1ccc(S(=O)(=O)N(C)CC(=O)O)c2ccccc12 | 100.0 | 99.0 | 102.0 | nt | 27 | 18 | 10.8 | 104.0 | 104.0 | 1.0 | 104.0
Cc1[nH]nc(SCC(=O)NC2CCCC2)c1[N+](=O)[O-] | 96.0 | 93.0 | 97.0 | -2.8 | 9 | 23 | -1.8 | 97.0 | 95.0 | -0.8 | 93.0
CCOC(=O)c1[nH]c(C(=O)O)c(CCN(CC)CC)c1C | 106.0 | 103.0 | 106.0 | -2.4 | 15 | 18 | 3.5 | 105.0 | 102.0 | 0.8 | 106.0
NC(=O)NC(=O)COC(=O)CCCc1c[nH]c2ccccc12 | 96.0 | 95.0 | 95.0 | 6.7 | 8 | 5 | 0.3 | 97.0 | 90.0 | 0.0 | 94.0
N#Cc1ccccc1-n1c(N)c(C(=O)N2CCCC2)sc1=S | 101.0 | 102.0 | 102.0 | nt | 7 | 15 | 2.4 | 100.0 | 106.0 | 0.6 | 102.0
CCN1C(=O)C(O)(C2COC(C)(C)CC2=O)c2cc(Br)ccc21 (stereo not given) | 98.0 | 98.0 | 99.0 | nt | 17 | 33 | 5.2 | 102.0 | 99.0 | -0.1 | 99.0
Cc1cn(C2C=CC(CO)O2)c(=O)[nH]c1=O (stereo not given) | 102.0 | 101.0 | 99.0 | -11.1 | 4 | 24 | -0.5 | 101.0 | 96.0 | -0.2 | 100.0
Cc1ccc(NC(=O)c2ccc(CSc3nnc(C)s3)cc2)c(C)c1 | 101.0 | 100.0 | 100.0 | nt | 6 | 26 | 2.1 | 104.0 | 99.0 | 0.3 | 99.0
Cc1cc(C)c2oc(C(=O)Nc3ccc(S(=O)(=O)N4CCCC(C)C4)cc3)cc(=O)c2c1 (stereo not given) | 98.0 | 99.0 | 99.0 | nt | 93* | 17 | 12.9 | 102.0 | 97.0 | 5.7 | 100.0
O=C(NCCO)c1nc2ccccc2s1 | 101.0 | 101.0 | 102.0 | nt | 22 | 12 | -0.9 | 105.0 | 103.0 | 0.7 | 99.0
COc1ccc(NC(=O)Nc2ccccc2OC)cc1 | 103.0 | 103.0 | 102.0 | nt | 10 | 5 | 1.9 | 105.0 | 100.0 | 0.1 | 99.0
O=C(CN1CCN(c2ncccn2)CC1)NCc1ccccc1 | 104.0 | 100.0 | 101.0 | nt | 6 | 67 | 5.4 | 101.0 | 101.0 | 0.6 | 100.0
O=S(=O)(Nc1nc2ccccc2nc1NCCO)c1cccc(Cl)c1 | 92.0 | 91.0 | 94.0 | nt | 10 | 15 | 0.2 | 92.0 | 97.0 | 0.2 | 89.0
Nc1nonc1C(=O)N1CCCCC1 | 97.0 | 94.0 | 96.0 | -2.0 | 8 | 14 | 2.4 | 102.0 | 95.0 | 0.4 | 97.0
COc1ccc(C(=O)C2CCCN(Cc3cn[nH]c3-c3ccccc3)C2)cc1OC (stereo not given) | 97.0 | 98.0 | 97.0 | 12.3 | 12 | 13 | 0.6 | 101.0 | 99.0 | 0.1 | 96.0
O=C(c1ccc(Cl)cc1)C1CCCN(Cc2ccc(Oc3ncccn3)cc2)C1 (stereo not given) | 105.0 | 98.0 | 100.0 | -13.3 | 8 | 13 | 3.6 | 104.0 | 100.0 | 3.3 | 100.0
Cc1nonc1NC(=O)Nc1cccnc1 | 99.0 | 98.0 | 101.0 | nt | 7 | 15 | 10.3 | 101.0 | 101.0 | 0.6 | 103.0
CCN(CC)S(=O)(=O)c1cc(NC(=O)C(C)N2CCN(Cc3ccc4c(c3)OCO4)CC2)ccc1C (stereo not given) | 100.0 | 96.0 | 99.0 | 20.2 | 6 | 15 | 13.8 | 101.0 | 98.0 | 3.9 | 99.0
Cc1ccc(-c2nnc(Nc3ccc(C(N)=O)cc3)c3ccccc23)cc1S(=O)(=O)NCC1CCCO1 (stereo not given) | 96.0 | 99.0 | 98.0 | 12.1 | 12 | 17 | -0.2 | 99.0 | 96.0 | -0.1 | 96.0
O=C(CSc1nccn1-c1ccccc1)c1ccc(Br)cc1 | 93.0 | 92.0 | 95.0 | 14.7 | 10 | 9 | 1.1 | 93.0 | 96.0 | -0.3 | 96.0
O=C(NCC(c1cccs1)N1CCOCC1)c1ccccc1NS(=O)(=O)c1cc([N+](=O)[O-])ccc1Cl (stereo not given) | 100.0 | 94.0 | 98.0 | -3.6 | 8 | 17 | -5.1 | 100.0 | 95.0 | -0.6 | 94.0
